UPR CHOP act: apoptotic UPR (CHOP) activation | CHO-CHOP luciferase reporter, luminescence; percent of tunicamycin response over DMSO baseline | activation, % at 10 µM | 0.34% of 330,000 active | AID 449763;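 active = at 10 µM dose, activation of 40% or more, normalized to positive control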;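 also: 100% = tunicamycin at 10 µg/mL and 0% = DMSO alone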
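Material: CHO-CHOP cells, stable luciferase reporter of PERK-eIF2a-CHOP signalling; quantity: 500 reporter cells seeded per well; buffer or medium: F12 medium containing 10% fetal bovine serum; compound: one dose, 10 µM in 0.5% DMSO; incubation: 6 h compound treatment, 37 °C; measured by: Steady-Glo luciferase luminescence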
UPR XBP1 act: activators of adaptive arm of unfolded protein response (XBP1). CHO-XBP1 luciferase reporter, IRE1-XBP1 UPR activation, luminescence; percent of tunicamycin response, DMSO as zero. 0.33% of 330,000 active. activation, % at 20 µM;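 active = versus positive control, 20 µM dose yields 30% or more activation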;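 also: 100% = tunicamycin at 10 µg/mL and 0% = DMSO only wells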
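Test system: CHO-XBP1 luciferase reporter cells | Buffer or medium: Serum-containing F12 medium, 10% FBS | Schedule: 6 h compound exposure at 37 °C, 5% CO2 | Detection: Steady-Glo luciferase glow luminescence, 10 min after reagent addition | Read-out basis: Activation, % of tunicamycin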
697 NFkB inh: lowers PMA/ionomycin-induced NF-kB signal in 697 B cells. inhibition, % at 4 µM. 697 B-cell NF-kB luciferase reporter, 16 h. 0.33% of 330,000 active; in the data active = inhibition above about 35%
APJ antag: antagonists of human APJ apelin receptor. P35414. CHO-K1 APJ beta-arrestin complementation, luminescence. inhibition, % at 20 µM. 0.32% of 330,000 active;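 active = inhibition above about 40% at 20 µM, limit read from the data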;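 also: cells challenged with 10 nM apelin-13 agonist together with compound; plate controls were apelin-13 plus DMSO wells for no effect and DMSO wells lacking apelin-13 for full effect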
APJ agonist: agonists of human APJ apelin receptor. P35414. CHO-K1 APJ PathHunter beta-arrestin, luminescence; 0% DMSO wells, 100% apelin. activation, % at 20 µM. 0.11% of 330,000 active. AID 2520;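 active = activation more than six SD over the plate average, tested at 20 µM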;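 also: 0% = DMSO alone and 100% = apelin-13 at 10 nM; some results filed as inactive read as strong as hits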
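assay system = CHO-K1 APJ beta-arrestin complementation cell line | input = cell density 1000 per well | dosing = compound 20 µM once, DMSO 1% | timing = compound 90 min 25 °C, reagent 1 h | measured by = luminescence from split beta-galactosidase complementation, Galacton Star/Emerald II substrate | read-out basis = APJ agonist activity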
Jurkat NFkB inh: lowers PMA/ionomycin-induced NF-kB signal in Jurkat cells; PMA/ionomycin-induced NF-kB luciferase reporter, luminescence; inhibition, % at 4 µM; 0.53% of 330,000 active; in the data active = inhibition above about 50%
tim23-1 inh: inhibits growth of tim23-1 mutant yeast. S. cerevisiae tim23-1 growth, BacTiter-Glo luminescence, 24 h. inhibition, % at 20 µM. 1.3% of 330,000 active;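 active = growth inhibition of the mutant yeast at or above 50%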;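 also: temperature-sensitive mutant grown at 25 °C; plate controls were DMSO-treated mutant yeast for no effect and medium wells lacking yeast for full effect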
Mdm2 MdmX PPI: inhibitors of human Mdm2/MdmX interaction. SaOS-2 split-luciferase Mdm2/MdmX complementation, luminescence. inhibition, % at 8 µM. 3% of 330,000 active;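 active = inhibition of at least 50% at 8 µM in the primary screen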
Target sequence (O15151 whole entry, looked up): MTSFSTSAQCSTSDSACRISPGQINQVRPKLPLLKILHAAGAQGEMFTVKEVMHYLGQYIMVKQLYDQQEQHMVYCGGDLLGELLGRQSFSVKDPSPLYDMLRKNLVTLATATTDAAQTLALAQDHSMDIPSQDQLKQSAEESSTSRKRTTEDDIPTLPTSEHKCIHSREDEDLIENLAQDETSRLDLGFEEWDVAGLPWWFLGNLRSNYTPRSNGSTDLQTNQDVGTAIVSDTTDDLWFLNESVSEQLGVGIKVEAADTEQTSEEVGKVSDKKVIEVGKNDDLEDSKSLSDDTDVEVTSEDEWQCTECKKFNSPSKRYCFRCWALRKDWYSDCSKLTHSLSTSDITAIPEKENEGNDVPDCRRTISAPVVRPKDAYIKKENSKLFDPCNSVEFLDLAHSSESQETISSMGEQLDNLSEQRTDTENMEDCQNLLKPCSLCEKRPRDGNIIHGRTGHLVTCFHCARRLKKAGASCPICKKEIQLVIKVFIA
Target sequence (Q00987 whole entry, looked up): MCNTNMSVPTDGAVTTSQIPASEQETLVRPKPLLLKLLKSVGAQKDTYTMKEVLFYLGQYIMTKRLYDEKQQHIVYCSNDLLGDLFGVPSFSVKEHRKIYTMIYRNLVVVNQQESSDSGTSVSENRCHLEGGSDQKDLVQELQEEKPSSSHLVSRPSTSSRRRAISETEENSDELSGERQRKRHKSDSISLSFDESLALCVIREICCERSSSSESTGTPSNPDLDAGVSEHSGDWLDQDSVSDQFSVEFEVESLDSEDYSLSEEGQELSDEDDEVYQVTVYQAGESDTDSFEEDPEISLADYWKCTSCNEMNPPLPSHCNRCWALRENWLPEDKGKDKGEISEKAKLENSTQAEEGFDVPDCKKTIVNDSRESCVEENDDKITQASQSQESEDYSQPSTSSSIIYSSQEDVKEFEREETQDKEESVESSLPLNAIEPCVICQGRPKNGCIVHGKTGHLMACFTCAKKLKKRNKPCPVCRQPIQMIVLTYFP
* hit, by the source's call; nt = not tested or not shown.

SMILES	UPR CHOP act	UPR XBP1 act	697 NFkB inh	APJ antag	APJ agonist	Jurkat NFkB inh	tim23-1 inh	Mdm2 MdmX PPI
COc1ccc(C(C)=O)cc1COC(=O)c1cnc(Cl)c(Cl)c1	1.1	-2	12	19	3	8	-13	19
CC(C)(C)c1cc(CN2CCCCC2)cc(C(C)(C)C)c1O	-0.5	0	18	15	-6	-10	19	25
COc1ccc(C(=O)C2CCCN(Cc3ccc4nonc4c3)C2)c(OC)c1 (stereo not drawn)	-1.0	-2	1	1	2	-7	21	8
O=S(=O)(c1ccc(S(=O)(=O)N2CCC(O)CC2)cc1)N1CCCC1	-0.7	-3	11	13	-2	15	6	8
O=C(Cc1ccc(NS(=O)(=O)c2ccc(F)cc2)cc1)NCc1ccccc1	-1.8	-3	1	4	1	8	12	5
O=C(Nc1cc(Cl)ccc1N1CCOCC1)c1ccco1	-0.6	-1	-2	11	-7	7	30	22
CC(=O)[C@@H]1[C@@H]2C(=O)N(c3ccccc3F)C(=O)[C@@H]2[C@H]2c3ccccc3C=NN12	-0.8	-1	7	19	3	19	3	34
NC(=O)CSc1nc(-c2ccccc2)nc2ccccc12	-3.0	7	1	-3	0	-12	-2	0
Cc1ccc(S(=O)(=O)N2CCC(C(=O)OCC(=O)Nc3cc(S(C)(=O)=O)ccc3Cl)CC2)cc1C	0.3	-2	6	4	2	7	9	14
CC/C(=N\NC(=O)c1nnn(-c2nonc2N)c1-c1cccc(OC)c1)c1ccc(C)cc1	1.2	-4	-5	6	-2	10	14	13
Cc1nnc(SCCn2c(N3CCCC(C)C3)nc3c2c(=O)n(C)c(=O)n3C)s1 (stereo not drawn)	-1.3	-1	-26	20	0	1	11	14
COC(=O)C1=C(C)N(Cc2ccccc2)C(=O)/C1=C\c1ccco1	0.8	0	-40	-15	-3	-3	27	-20
O=C(COC(=O)c1n[nH]c2ccccc12)Nc1ccc(Cl)cc1[N+](=O)[O-]	2.3	4	10	-36	2	4	33	6
COCCOc1ccc(C(F)(F)F)cc1NC(=O)Cc1ccc(S(=O)(=O)N2CCOCC2)s1	-0.6	-4	13	-27	6	-2	15	31
CCCCN(CC)CCCNC(=S)Nc1ccc2nc3n(c(=O)c2c1)CCCCC3	-0.4	-3	9	0	-3	-16	-4	22
O=C(NCC(=O)N1CC=C(c2ccccc2)CC1)c1ccc(F)cc1	1.4	-4	7	8	-5	6	-2	29
C/C(N)=C(/C#N)C(=O)CSc1cc(C)c2cc(C)cc(C)c2n1	0.4	-2	-18	-24	1	-12	14	-27
O=[N+]([O-])c1ccccc1Oc1cnc2ccccc2n1	-1.4	1	14	7	-4	8	10	9
O=C(NNS(=O)(=O)c1ccccc1[N+](=O)[O-])c1cc2ccccc2cc1O	0.4	3	12	11	1	-13	5	30
O=C(COC(=O)CCc1ccccc1)Nc1cc([N+](=O)[O-])ccc1F	-0.3	-3	4	0	-3	2	17	21
O=C(NCCOCC(F)(F)C(F)F)c1cc(F)c(F)cc1Cl	0.6	-3	0	15	-1	1	8	11
O=S(=O)(c1ccccc1)N1CCN(C2CCCCCCC2)CC1	0.6	1	8	4	1	-4	13	-23
CCOC(=O)C(NCCc1ccccc1)(NC(=O)CC)C(F)(F)F (stereo not drawn)	-1.7	-2	13	-9	-3	4	-22	10
O=C(Nc1cc(=O)c2ccccc2o1)N1CCOCC1	1.0	-1	3	-24	1	23	4	32
Cn1ccc(C(=O)Oc2ccc(C(=O)Nc3ccc(F)cc3F)cc2)n1	1.5	5	-46	7	-3	-31	13	4
(next part)
SMILES	UPR CHOP act	UPR XBP1 act	697 NFkB inh	APJ antag	APJ agonist	Jurkat NFkB inh	tim23-1 inh	Mdm2 MdmX PPI
Cc1cc(C)cc(C(=O)NC(CC(N)=O)c2ccc(NC3CCCCCC3)c([N+](=O)[O-])c2)c1 (stereo not drawn)	0.1	-2	6	-27	6	0	9	-19
CC(C)NC(=O)NC(=O)CSc1nncn1C	-2.4	-1	10	-12	-2	-13	9	5
COc1ccc(S(=O)(=O)Nc2cc(C)c(O)c(S(=O)(=O)c3ccccc3)c2)cc1	-0.2	-1	26	-4	1	9	15	11
CCN1C(=O)C(CC(=O)Nc2ccc(OC)cc2)N(CCCN2CCN(c3ccc(OC)cc3)CC2)C1=S (stereo not drawn)	0.9	-1	-3	-1	9	-9	19	-19
CCOC(=O)c1c(N)n(CCOC(=O)c2cccs2)c2nc3ccccc3nc12	0.2	0	15	38	-16	4	25	7
CCC(Oc1ccc(Br)cc1)C(=O)N1CCN(c2ncccn2)CC1 (stereo not drawn)	-0.3	-2	-5	7	-1	0	47	12
CCCCOc1ccc(C(=O)Nn2cnnc2)cc1	-2.2	-4	-5	-15	2	-14	16	-2
O=C(O)c1cccc(NC(=O)c2cn(-c3ccccc3)nc2-c2cc3ccccc3o2)c1	1.3	2	-14	4	-2	-3	15	9
O=C(Oc1c(CN2CCOCC2)cc(Cl)c2cccnc12)c1ccccc1Br	10	13	5	7	-1	7	38	52*
COc1cc(OC)c2c(-c3cccc(-c4ccc(CO)cc4)c3)cc(=O)oc2c1	0.3	34*	-142	nt	nt	nt	41	74*
Cc1cc(C)c(C)c(OC(=O)c2sc(Cl)nc2C)c1	5.5	-1	-15	3	0	72*	15	18
CCn1c(CCNC(=O)c2ccc(Cl)cc2)nnc1SCC(=O)NC1CCCC1	1.3	-3	2	2	0	-5	20	-3
CCOC(=O)CSc1n[nH]c(=S)s1	1.1	-1	7	-18	2	-20	1	4
CCCCCCN1C2=NCCCN2c2ccccc21	0.3	0	-38	-13	-4	22	12	22
O=c1cc(CO)oc(C(Nc2ccccn2)c2ccc(C(F)(F)F)cc2)c1O (stereo not drawn)	1.3	-2	-8	18	-3	-1	-18	7
COc1ccccc1NC(=O)NC(N)=O	1.1	2	-3	2	-3	7	8	26
CC(C)c1ccc(CNc2c([N+](=O)[O-])c(=O)oc3ccccc23)cc1	1.0	-2	1	10	-4	2	-5	-6
CCOC(CNC(=O)c1ccc(N2CCc3ccccc32)c([N+](=O)[O-])c1)OCC	3.2	1	-11	6	-2	9	31	-13
COc1ccc(O)c(N)c1	3.6	-3	17	-99	3	-6	-17	39
CC1CCN(CCC(=O)Nc2nccs2)CC1	6.4	-4	4	-7	-7	-10	-7	12
CC(C)(C)C1CCC(C(=O)Nc2nccs2)CC1 (stereo not drawn)	2.2	0	-25	-31	4	-38	22	-7
Cc1ccccc1-n1c(SCC(=O)N2CCN(c3ccccn3)CC2)nnc1N1CCOCC1	-2.3	2	-3	-3	1	-5	6	-5
CCCCc1ccc(NC(=O)C2CCCC2)cc1	3.3	4	-62	-24	0	-82	30	-43
O=C(Nc1ccccc1N1CCN(C(=O)c2ccc(Cl)cc2)CC1)c1cccc(F)c1	2.1	-2	-17	1	-1	-3	35	31
COc1ccc(OC)c(CN2CCC(CO)(CCOc3ccccc3)CC2)c1	-0.4	-2	22	0	-1	4	5	3
New compounds follow
SMILES	UPR CHOP act	UPR XBP1 act	697 NFkB inh	APJ antag	APJ agonist	Jurkat NFkB inh	tim23-1 inh	Mdm2 MdmX PPI
CC(Sc1nnc2ccccn12)C(=O)N1CCc2ccccc2C1 (stereo not drawn)	0.7	-1	-4	7	0	-14	-12	7
COc1ccc(-c2cc3cc(-c4cc(OC)c(OC)c(OC)c4)ccc3o2)cc1	0.3	-2	-15	-3	-4	11	11	-10
Cc1cccc(N2CCN(S(=O)(=O)c3cn(C)cn3)CC2)c1C	-3.0	-2	-5	19	-4	6	-1	5
O=C(NC1CCN(C(=O)Nc2ccc(F)cc2)CC1)c1ccc(F)cc1	0.3	0	5	1	-2	-6	5	6
Cc1ccccc1C(=O)N1CCN(c2ncccn2)CC1	-1.0	0	2	6	-3	-8	4	-11
CCn1cc(C(=O)OCC(=O)Nc2ccc(C(C)C)cc2)c(=O)c2ccc(C)nc21	0.2	-3	-5	8	-1	-8	26	13
NC(N)=Nc1nc(-c2ccccc2)c2cc(Cl)ccc2n1	-3.5	-6	-45	-11	9	-29	9	97*
COc1ccc(C(C#N)Nc2ccccc2C)cc1 (stereo not drawn)	1.0	3	14	-10	-4	12	4	2
O=C(NC1=NCCS1)c1cccc2ccccc12	1.8	1	6	-8	1	-17	21	9
CCCN(C(=O)c1cn(C)c(=O)c2ccccc12)c1ccccc1C	-0.1	0	10	6	-4	1	3	22
Cc1cc(C(=O)Nc2ccc(S(=O)(=O)Nc3onc(C)c3C)cc2)c(C)o1	-2.4	-1	13	-4	-4	-7	-2	0
CN(C1CCCCC1)S(=O)(=O)c1cccc(C(=O)OCC(=O)NC2CCCc3ccccc32)c1 (stereo not drawn)	0.2	-1	3	-3	-1	-1	26	6
CCC(C)(C)NC(=O)C(c1ccc(OC)cc1)N(C(=O)CCC(=O)Nc1cc(C)on1)c1ccccc1F (stereo not drawn)	1.7	2	15	-9	-5	6	28	-3
CC(=O)c1c(NC(=O)C(C)C)nc(C)nc1-c1ccccc1	-0.2	-2	-7	19	1	-5	-10	4
CCOC(=O)C1=C(C)NC(=O)NC1c1cc(Br)c(O)c(OC)c1 (stereo not drawn)	-1.4	-1	23	3	-2	14	9	8
Cc1onc(-c2ccccc2Cl)c1C(=O)Nc1ccc(-c2cn3cccnc3n2)cc1	1.0	0	5	-3	12	-1	16	12
Cc1n[nH]c(=O)nc1NCc1ccccc1	-0.2	2	-4	-8	-3	5	-4	0
Cc1cc(C(=O)COC(=O)CN(C)S(=O)(=O)c2ccc(Cl)cc2)c(C)n1CC1CCCO1 (stereo not drawn)	0.2	-4	29	5	-3	0	16	-35
Cc1ccc(OCC(=O)NC2CCS(=O)(=O)C2)c(C)c1 (stereo not drawn)	-0.7	-2	-18	16	0	6	1	7
O=C(O)CC(NC(=O)Cc1ccc([N+](=O)[O-])cc1)c1ccc2c(c1)OCO2 (stereo not drawn)	-1.4	1	10	-5	-1	-10	2	-3
CCn1cc(C(=O)NCc2cccc(F)c2)c(=O)c2cc(F)c(N3CCN(C(=O)c4ccco4)CC3)cc21	-3.7	0	-27	-3	4	-9	17	45
Cn1cccc1CC(=O)NNC(=O)Nc1cccc(Cl)c1	-1.8	0	-2	-2	-2	-8	2	22
NC(=NCCc1ccccc1)c1cccc([N+](=O)[O-])c1	-1.0	-5	-17	-24	-1	-13	17	3
N#CCSCC(=O)Nc1ccc(Cl)cc1	1.7	2	22	-23	1	-9	30	-21
O=C1CN(C(=O)c2ccccc2C(=O)O)c2ccccc2N1	3.4	-5	3	21	2	10	7	10

A different layout for some results above:
| Structure | UPR CHOP act | UPR XBP1 act | 697 NFkB inh | APJ antag | APJ agonist | Jurkat NFkB inh | tim23-1 inh | Mdm2 MdmX PPI |
| --- | --- | --- | --- | --- | --- | --- | --- | --- |
| CCC(C)(C)NC(=O)C(c1ccc(OC)cc1)N(C(=O)CCC(=O)Nc1cc(C)on1)c1ccccc1F (stereo not drawn) | 1.7 | 2 | 15 | -9 | -5 | 6 | 28 | -3 |
| CC(=O)c1c(NC(=O)C(C)C)nc(C)nc1-c1ccccc1 | -0.2 | -2 | -7 | 19 | 1 | -5 | -10 | 4 |
| CCOC(=O)C1=C(C)NC(=O)NC1c1cc(Br)c(O)c(OC)c1 (stereo not drawn) | -1.4 | -1 | 23 | 3 | -2 | 14 | 9 | 8 |
| Cc1onc(-c2ccccc2Cl)c1C(=O)Nc1ccc(-c2cn3cccnc3n2)cc1 | 1.0 | 0 | 5 | -3 | 12 | -1 | 16 | 12 |
| Cc1n[nH]c(=O)nc1NCc1ccccc1 | -0.2 | 2 | -4 | -8 | -3 | 5 | -4 | 0 |
| Cc1cc(C(=O)COC(=O)CN(C)S(=O)(=O)c2ccc(Cl)cc2)c(C)n1CC1CCCO1 (stereo not drawn) | 0.2 | -4 | 29 | 5 | -3 | 0 | 16 | -35 |

Bioassay records from PubChem BioAssay.
